# MT1-MMP act inh = blocks activation of human MT1-MMP; HT1080 RFP-PRO-GFP cells, GFP/RFP ratio fluorescence, overnight; percent of plate control window, DMSO zero; GFP/RFP ratio change, % at 20 µM; actives 0.061% (n = 360,000); P50281; AID 651647;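 active means GFP/RFP ratio change of at least 30% with cell ATP level not reduced by more than half and red fluorescence within 50% of control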; further: strong numbers were not always called active
#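 system = RFP-PRO-GFP reporter HT1080 cells | dosing = 20 µM single dose, 1% DMSO | timing = overnight cell settling, then overnight compound exposure, 37 °C, 5% CO2 | read-out basis = GFP/RFP fluorescence ratio | controls = DMSO and RFP-L50D-GFP cell wells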
# Rpn11 block = blocks the human proteasome subunit Rpn11 | O00487 | human 26S proteasome, Ub4-pepOG fluorescence polarization; 20S core pre-blocked with epoxomicin | calls only at 20 µM | actives 0.59% (n = 360,000);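 active means inhibition at 20 µM, scaled to each plate's controls, above about 33%, limit read from the data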
# Target sequence (O00487 whole entry, looked up): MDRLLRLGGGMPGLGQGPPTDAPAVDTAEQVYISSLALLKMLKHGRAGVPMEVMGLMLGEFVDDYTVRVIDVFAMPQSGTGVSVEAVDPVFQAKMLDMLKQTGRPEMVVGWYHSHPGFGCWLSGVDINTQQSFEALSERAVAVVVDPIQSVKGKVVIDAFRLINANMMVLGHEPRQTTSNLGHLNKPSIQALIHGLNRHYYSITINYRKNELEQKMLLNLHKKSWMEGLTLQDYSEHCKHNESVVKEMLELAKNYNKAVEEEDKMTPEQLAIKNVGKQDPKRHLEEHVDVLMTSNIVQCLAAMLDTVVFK
# FAS-TE inh = inhibitors of human fatty acid synthase thioesterase domain; P49327; recombinant FAS-TE, OMFH fluorogenic substrate, fluorescence endpoint; inhibition, % at 15 µM; actives 0.67% (n = 360,000); AID 602261;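 active means compounds whose normalised, plate-corrected inhibition of enzyme fluorescence in the single-dose primary screen is 50% or more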;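 further: 0% = DMSO with enzyme and 100% = substrate without enzyme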
# Rin1 Abl inh = blocks binding of human Rin1 to Abl; P00519+Q13671; TR-FRET Rin1/Abl binding, biochemical; inhibition, % at 7.35 µM; actives 0.4% (n = 360,000); AID 588664; in the data active means inhibition above about 5%, passing the limit was not always enough
# MsrA inhibitor = inhibitors of bovine MsrA; purified bovine MsrA, absorbance read-out; AID 651718; actives 0.75% (n = 360,000); inhibition, % at 15.5 µM; in the data active means inhibition above about 4.5%;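 further: 0% = vehicle wells with enzyme and 100% = reference inhibitor wells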
# PABP1 MLLE inh = blocks PAM2 peptide binding to the PABP1 MLLE domain; GST-MLLE / FITC-PAM2 fluorescence polarization; inhibition, % at 20 µM; actives 0.36% (n = 360,000); in the data active means inhibition above about 35%, passing the limit was not always enough;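 further: plate controls were DMSO wells with GST-MLLE for no effect and wells lacking GST-MLLE protein for full effect; some results filed as inactive read as strong as hits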
# bovine MsrA act = activators of bovine methionine sulfoxide reductase A | actives 0.3% (n = 360,000) | purified bovine MsrA, absorbance read-out | activation, % at 10.6 µM | AID 602163; in the data active means activation above about 7.5%;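 further: 0% = vehicle and 100% = reference activator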
# eLon inh = E. coli protease La inhibition | inhibition, % at 7.94 µM | actives 0.42% (n = 360,000) | purified E. coli Lon protease, fluorescence polarization | P0A9M0; in the data active means inhibition above about 13%, passing the limit was not always enough;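 further: 0% = enzyme with probe and DMSO and 100% = no enzyme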
# Target sequence (P0A9M0 whole entry, looked up): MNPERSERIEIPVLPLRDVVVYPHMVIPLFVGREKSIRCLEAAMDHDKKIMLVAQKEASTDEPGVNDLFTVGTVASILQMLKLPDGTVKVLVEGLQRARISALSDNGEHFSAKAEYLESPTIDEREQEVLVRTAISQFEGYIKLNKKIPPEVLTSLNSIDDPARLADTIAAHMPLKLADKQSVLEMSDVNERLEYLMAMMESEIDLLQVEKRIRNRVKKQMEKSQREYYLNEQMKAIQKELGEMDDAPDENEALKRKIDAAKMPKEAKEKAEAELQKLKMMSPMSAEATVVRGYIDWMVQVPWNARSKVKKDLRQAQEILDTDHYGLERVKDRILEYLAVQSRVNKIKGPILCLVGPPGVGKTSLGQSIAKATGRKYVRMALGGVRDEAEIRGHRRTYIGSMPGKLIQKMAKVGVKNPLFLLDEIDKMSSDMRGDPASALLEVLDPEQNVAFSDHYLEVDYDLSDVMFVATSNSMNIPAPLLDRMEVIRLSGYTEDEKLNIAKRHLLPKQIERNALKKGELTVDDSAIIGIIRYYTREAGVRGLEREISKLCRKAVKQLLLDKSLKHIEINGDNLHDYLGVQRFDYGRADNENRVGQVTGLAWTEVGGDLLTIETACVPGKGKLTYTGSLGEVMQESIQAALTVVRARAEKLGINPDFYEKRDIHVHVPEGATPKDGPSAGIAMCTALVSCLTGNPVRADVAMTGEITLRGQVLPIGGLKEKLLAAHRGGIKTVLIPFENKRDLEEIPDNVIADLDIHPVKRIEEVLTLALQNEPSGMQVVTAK
# CSN inh = inhibitors of human CSN-mediated cullin deneddylation; Q92905; Purified CSN, SCF-Nedd8-OG deneddylation, fluorescence polarization; inhibition, % at 12.5 µM; actives 0.38% (n = 360,000);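 active means pattern-corrected inhibition above about 35%, with an unprinted fluorescence ratio check between 0.5 and 1.5, limit read from the data, passing the limit was not always enough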;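 further: 0% = enzyme with substrate and 100% = substrate without enzyme; some results filed as inactive read as strong as hits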
#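 Assay system: purified human Csn5 enzyme expressed in HEK293T cells; measure: % inhibition; also added: SCFSkp2-Nedd8OG substrate at 10 nM final; technique: fluorescence polarization; times: reaction 90 min, room temperature; medium: Tris buffer pH 7.5, NaCl, DTT, Tween-20, trehalose, ovalbumin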
# * = called active by the depositor; i = inactive; . = not tested or not shown.
# Values run as follows: MT1-MMP act inh, Rpn11 block, FAS-TE inh, Rin1 Abl inh, MsrA inhibitor, PABP1 MLLE inh, bovine MsrA act, eLon inh, CSN inh
CCCNC(=O)N(CCOC)CC1CCCN(C2Cc3ccccc3C2)C1 (configuration not stated)
    -3, i, -3, 1, -1.9, -8, -1, -2, 1
Cc1ccccc1NC(=O)Cc1nc(COC(=O)c2nc(Cl)ccc2Cl)cs1
    -2, i, 7, 2, -0.6, -1, -1, 1, 3
O=C(Nc1ccccn1)c1ccc(Cl)c(S(=O)(=O)N2CCCCCC2)c1
    -4, i, 11, -2, 0.2, 14, 1, -10, -2
CCOc1ccc(C(=O)NCC(=O)OCC(=O)N2CCC(C)CC2)cc1
    -4, i, -6, -6, 0.0, 2, -7, -13, 4
Cc1c(NC(=O)C(C)OC(=O)/C=C/c2ccco2)c(=O)n(-c2ccccc2)n1C (configuration not stated)
    0, i, -2, -5, 0.2, 0, -4, -1, -6
CCOC(=O)c1ccc(Nc2nc(C)cc(=O)[nH]2)cc1
    3, i, -9, 5, -0.1, -12, -3, -12, 0
CCOC(=O)c1c(C2CC2)csc1NC(=O)CSCc1c(C)noc1C
    3, i, 17, -4, 1.9, -10, -2, 4, -3
O=C(CSc1nc2ccccc2c(=O)n1-c1ccccc1F)N1CCOCC1
    0, i, -6, 6, -0.5, -113, -3, -2, -2
Cc1ccc(S(=O)(=O)N(C)c2ccc(OC(=O)COc3ccccc3)cc2)cc1
    -2, i, 7, 0, -0.3, -7, -10, 2, -1
CC(C)(C)c1ccc(C(=O)N2CCN(CCNC(=O)C(=O)Nc3ccc(F)cc3)CC2)cc1
    0, i, 6, -1, 0.3, 1, -1, -10, -1
CC(OC(=O)C1CC1C)C(=O)Nc1ccc(Cl)cn1 (configuration not stated)
    4, i, -4, 1, 1.1, 5, -11, 5, 1
O=C(CN1C(=O)NC2(CCOc3ccccc32)C1=O)c1cccs1 (configuration not stated)
    -2, i, -2, 2, 0.7, -5, -2, -8, -5
CC(=O)Nc1ccc(NS(=O)(=O)c2ccc(C)cc2)c([N+](=O)[O-])c1
    -6, i, 0, 2, 0.9, -3, -11, 5, 3
NC(=O)CC(NC(=O)c1ccc(Br)cc1)c1ccc(N2CCC(Br)CC2)c([N+](=O)[O-])c1 (configuration not stated)
    11, i, -1, 3, 0.5, -4, -7, -3, -3
O=C(COC(=O)C12CC3CC(CC(C3)C1)C2)NC12CC3CC(CC(C3)C1)C2
    -14, i, 18, 0, 1.7, -17, -1, 5, -1
COc1ccc(-c2cc(-c3nnc(COC(=O)CC4CC5CCC4C5)o3)c3ccccc3n2)cc1OC (configuration not stated)
    8, i, 26, -2, 0.4, 0, -10, 0, -9
O=C(C1CC(=O)N(c2ccccc2F)C1)N1CCOCC1 (configuration not stated)
    1, i, -6, 2, -0.2, 6, -1, -12, 2
CC(=O)OC1C(N2CCCCC2)c2c(ccc(/C=C/C(=O)N3CCCCC3)c2O)OC1(C)C (configuration not stated)
    -1, i, 3, -4, 2.5, 16, -4, -2, 2
C=CC(=O)Nc1ccc(CN2C(=O)N(c3c(Cl)c(OC)cc(OC)c3Cl)Cc3cnc(NCCCCN(CC)CC)nc32)cc1
    -1, i, -6, 3, ., -7, 1, -4, 19
Cc1cc(C)c(C(=O)COC(=O)C2CCN(c3ccc(C(F)(F)F)cn3)CC2)cc1C
    0, i, 25, -1, 0.8, -3, 2, -6, -4
COc1cc(OC)cc(C2=NC3(CCC(C)CC3)NC2=S)c1 (configuration not stated)
    -4, i, 9, 0, 0.9, 11, -4, -1, -5
C/C(CC(=O)Nc1c(Cl)cccc1C(F)(F)F)=N\NC(=O)c1cnccn1
    -4, i, 5, 0, 0.6, 9, 0, 1, 1
CCCCCn1c(=O)c(C(=O)c2ccccc2)nc2ccccc21
    0, i, 16, -4, -1.0, -6, 0, -11, 0
CC(=O)NC(CCS(C)(=O)=O)C(=O)Nc1cccc(C)c1C (configuration not stated)
    -2, i, -7, -1, -0.7, -6, 0, -2, -4
O=C(COC(=O)CCCCCN=C1NS(=O)(=O)c2ccccc21)Nc1ccc(Cl)c(Cl)c1
    0, i, 18, -2, -0.2, 4, -2, -3, -2
CCOC(=O)COc1c(Cl)cc(C2NC(=S)NC(c3ccccc3)=C2C(C)=O)cc1OC (configuration not stated)
    1, i, 2, 4, 2.1, -125, -2, -10, -19
COc1ccc(C(=O)Nn2cnnc2)cc1OC
    6, i, -9, 0, 0.2, 1, -11, -2, 1
NS(=O)(=O)c1ccc(NC=C2C(=O)OC3(CCCCC3)OC2=O)cc1
    0, i, -8, -5, 1.7, 4, -12, 0, 7
O=C(O)c1ccc(COc2c(F)c(F)cc(F)c2F)cc1
    4, i, -6, -2, -0.8, -1, -9, -5, -4
CCOC(=O)C(CSCc1ccccc1)NC(=O)OC(C)(C)C (configuration not stated)
    1, i, 3, -1, 0.2, 17, -1, 5, 0

# Copied from the list.
# Reading for C=CC(=O)Nc1ccc(CN2C(=O)N(c3c(Cl)c(OC)cc(OC)c3Cl)Cc3cnc(NCCCCN(CC)CC)nc32)cc1 under MT1-MMP act inh: -1
# Reading for CCOC(=O)C(CSCc1ccccc1)NC(=O)OC(C)(C)C (configuration not stated) under FAS-TE inh: 3

# The list goes on.
# Values run as follows: MT1-MMP act inh, Rpn11 block, FAS-TE inh, Rin1 Abl inh, MsrA inhibitor, PABP1 MLLE inh, bovine MsrA act, eLon inh, CSN inh
Cc1c(OCC(=O)NC(Cc2c[nH]c3ccc(O)cc23)C(=O)O)ccc2c3c(c(=O)oc12)CCC3 (configuration not stated)
    2, i, -4, -2, 1.3, 16, -5, -6, -1
O=C1C=C(NS(=O)(=O)c2ccccc2)C(=O)c2ccccc21
    -1, i, -3, 1, -0.5, 33, 1, 5, -2
C=CCN(c1nc(C)c(Br)c(OC)n1)S(=O)(=O)c1ccc(C)cc1
    2, i, 32, 2, 1.4, -3, -2, 49*, 3
COc1ccc(N2C(=O)CC(Sc3ncccc3C(=O)O)C2=O)cc1 (configuration not stated)
    1, i, -6, 2, -0.8, 6, -1, -5, -3
CCN1CCN(C(=O)c2ccc(CNS(=O)(=O)c3cccc(OC)c3)cc2)CC1
    -5, i, -5, -3, -0.7, 3, -3, -10, 2
O=C(c1cccn2c(=O)c3ccccc3nc12)N1CCN(Cc2ccc3c(c2)OCO3)CC1
    -1, i, -1, -3, 1.2, -1, -4, -1, -1
COCCNc1cc(C)nc2c3c(C)cc(C)nc3nn12
    8, i, -4, -4, 2.3, 6, -1, 0, 1
C=C1C(=O)O[C@H]2C[C@]3(C)C([C@@H](OC(=O)/C(C)=C/C)[C@H]12)[C@](C)(O)CC[C@H]3O (some centres not stated)
    -1, i, -2, 0, 1.0, 6, -3, -3, 0
O=[N+]([O-])c1cccc(/C=N/Nc2ncc(Br)cn2)c1
    -4, i, 8, -3, 1.3, -2, -3, 2, -2
CCn1c(SCC(=O)c2ccc(Cl)cc2)nnc1C(C)C
    -10, i, 3, -9, -2.0, 20, -3, 9, 1
O=S(=O)(c1ccc(Cl)c(C(F)(F)F)c1)N1CCN(CC(O)COCC2CCCO2)CC1 (configuration not stated)
    7, i, -4, 0, 1.5, -11, -1, 1, 2
Cn1ccsc1=NC(=O)c1ccc([N+](=O)[O-])o1
    -1, i, 6, -4, 1.3, -4, 8.8*, -4, 14
C/C(N)=C(/C#N)C(=O)COC(=O)CCC1CCCC1
    2, i, 18, 1, -1.2, -3, -1, -6, 0
C1=CC2c3ccccc3NC(c3ccncc3)C2C1 (configuration not stated)
    4, i, -4, 5, 3.0, 12, -5, -3, 1
O=S(=O)(Nc1ccc(-c2ccc3nncn3n2)cc1)c1cccc(F)c1
    3, i, -3, 3, 1.6, 2, -2, -5, -6
CCCCC[C@H]1CN(CCCC)C(=O)[C@@H]1CC(=O)NCc1ccc(OC)cc1
    1, i, 4, 0, -0.9, -13, -1, 7, -5
COc1ccc(CCNC(=O)CCNC(=O)c2ccco2)cc1
    -1, i, -5, -4, 1.3, -27, 1, 10, -5
Cc1ccccc1C(=O)NCC(=O)c1ccccc1
    2, i, -4, -3, 0.4, 10, 2, 4, 4
Cc1cc(NC(=O)CSc2nnc(Nc3ccccc3C)s2)no1
    -2, i, -1, -6, 0.4, 5, -3, 5, 4
CCN1CCN(C(=O)c2ccc(OC3CCN(CCc4ccccc4)CC3)cc2)[C@@H](C)C1=O
    2, i, -4, 6, -0.5, -5, -4, -7, -3
CC(=O)N(C(C)=O)S(=O)(=O)c1ccc(N=NN2CCCCC2)cc1
    4, i, -7, -1, 5.0*, 14, -2, 6, 1
CC(=O)NC(CC(=O)N(C)Cc1cccc(Cl)c1Cl)c1ccccc1 (configuration not stated)
    -5, i, -2, -7, 0.8, -26, 0, 0, -1
CCCC(=O)Nc1nc2ccc(S(N)(=O)=O)cc2s1
    -3, i, -1, -2, -0.7, 8, -1, -2, 8
CCOC(=O)C1CCCN(C(=O)c2cc3nc(-c4cccc(OC)c4)cc(C(F)(F)F)n3n2)C1 (configuration not stated)
    8, i, 24, 3, 1.4, -4, -1, -3, -2
Cc1nn(-c2ccccc2)nc1-c1nnc(-c2ccc(C(F)(F)F)cc2)o1
    1, i, -2, 3, 1.7, -6, -1, 2, -1
O=C(Nc1ccccc1O)c1ccc2c(c1)C(=O)N(c1ccccc1)C2=O
    6, i, -6, -3, -0.8, 5, -6, -4, 4
Cc1cc(C)c(NC(=O)CN2C(=O)CC(C)S(=O)(=O)c3ccccc32)c(C)c1 (configuration not stated)
    1, i, -4, -1, 0.1, -2, -1, -1, 1
CC(=O)N(Cc1cccnc1)Cc1cc2ccccc2[nH]c1=O
    0, i, -5, -2, 1.1, -6, -2, -4, -1
CCCCC[C@H]1CCCCC[C@H](O)C[C@H](O)[C@@H](O)/C=C/C(=O)O1
    2, ., -10, ., -0.7, ., -3, -4, -5
O=C(O)CCNS(=O)(=O)c1ccccc1Br
    1, i, -9, 2, 0.1, -6, -2, 1, 6
O=C(NC1CCCCC1)C1CCCN(S(=O)(=O)c2cnc[nH]2)C1 (configuration not stated)
    1, i, -8, 2, -0.6, 3, -4, 5, -3
CCOC(=O)N1CCC(NC(=S)Nc2ccc3nc(N4CCN(C)CC4)cc(C)c3c2)CC1
    -8, i, -10, 0, -0.1, 1, -3, -5, 0
CCN(CC(=O)NC1CCS(=O)(=O)C1)c1ccc(S(C)(=O)=O)cc1[N+](=O)[O-] (configuration not stated)
    4, i, -4, -1, -0.1, -7, -4, -2, -3
O=[N+]([O-])c1ccc(CSc2nnc(-c3cnccn3)o2)cc1
    -3, i, 2, -3, 0.8, -14, -1, 6, -1
Cc1ccc(-c2nc(COC(=O)C3=NN(c4ccccc4)C(=O)CC3)cs2)cc1
    -2, i, 16, -1, 1.3, -1, 0, -10, -8
COC(=O)c1sccc1NC(=O)c1cnc2cc(C)nn2c1C
    0, i, 0, -2, 0.6, 12, -7, 6, -8
Cc1ccc(C(=O)Nc2ccc(C(=O)N/N=C/c3ccc(C)o3)cc2)cc1
    1, i, -1, 3, 2.2, -8, -6, -4, 1
CN(C)CCCN(C(=O)c1ccc(N2C(=O)CCC2=O)cc1)c1nc2c(F)cccc2s1
    -2, i, -6, -5, -0.5, -12, -10, 2, 0
O=C(COc1coc(CN2CCc3ccccc32)cc1=O)N1CCCCC1
    2, i, -7, 2, 0.1, 13, -12, -9, 3

# Screens: PubChem BioAssay, several laboratories

# Compounds as they come, and some 3.7% of all compounds hit somewhere here.
